Phagocytosis inh – inhibitors of macrophage phagocytosis, primary screen, imaging, J774A.1 cells, IgG beads; 110,000 compounds, 0.07% hits; J774A.1 macrophage IgG-bead phagocytosis; inhibition, % at 5 µM; AID 1029, 2008;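 active = inhibition above the mean of the plate negative controls plus 5 SD, cut at about 13% in these data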;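 note: phagocytic index as fraction of beads internalized from green versus red external bead signal; plate controls were DMSO negative control for no effect and cytochalasin-D positive control for full effect; some results beyond the cut were filed as inactive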
E-sel TNF inh – E-selectin induction blockers in HUVEC – imaging, immunofluorescence, high content, primary screen; 120,000 compounds, 0.71% hits; inhibition, % at 2 µM; HUVEC TNFa-induced E-selectin immunofluorescence;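 active = inhibition above the batch mean plus 3 SD, and confirmed as a hit on visual image review, cut at about 43% in these data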;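 note: 0% = TNF-stimulated DMSO wells and 100% = unstimulated control wells; not every result past the cut was called active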
HCT116 PTEN-null – growth suppression of PTEN-null HCT116, primary screen, cell-based, CellTiter-Glo; HCT116 PTEN-null viability, 60 h; stronger effect = lower value; viability, % at 10 µM; 140,000 compounds, 1.2% hits;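 active = viability at or below a set limit, 4 SD under the median of all tested compounds, cut at about 3.7% in these data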;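 note: PTEN knockout HCT116 line with beta catenin targeted HCT116 as companion control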
HCT116 bCat-KO – primary screen for growth suppressors in beta-catenin knockout HCT116 cells (colon tumor, human) | viability, % at 10 µM | 140,000 compounds, 1.5% hits | HCT116 beta-catenin knockout viability, CellTiter-Glo, 60 h; stronger effect = lower value | AID 818, 2007;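 active = viability at or under a set limit, the compound median less 4 SD, cut at about 6% in these data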;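 note: 0% = Hyamine 1622 control at 20 µM and 100% = untreated cell control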
Yeast growth inh – growth inhibitors of yeast BB579 in restrictive medium, primary screen, yeast lifespan-shortening project, S. cerevisiae | OD615, 48 h | inhibition, % at 10 µM | 140,000 compounds, 0.51% hits | AID 804, 2007;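 active = inhibition above a set limit, 3 SD over the mean compound inhibition, cut at about 44% in these data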; note: inactives centre near -24
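Test system: Saccharomyces cerevisiae DeaD strain BB579, replicative lifespan model yeast | Buffer or medium: Restrictive CSMM-D medium | Doses: One dose, 10 µM compound with 0.25% DMSO | Incubation: 48 h exposure, 30 °C | Detection: Culture absorbance at 615 nm | Control set: Amphotericin B at 10 µg/mL as positive control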
GALR2 blocker – GALR2 antagonists in receptor-expressing cells, primary screen | inhibition, % at 4 µM | Galanin receptor type 2 (Homo sapiens), O43603 | antagonist mode | AID 828, 2007 | 140,000 compounds, 0.39% hits; in the data active = inhibition above about 27%;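 note: cells stimulated with galanin 1-16 at roughly its EC80; 0% = agonist challenge control and 100% = basal control without agonist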
Target sequence (O43603 whole entry, looked up): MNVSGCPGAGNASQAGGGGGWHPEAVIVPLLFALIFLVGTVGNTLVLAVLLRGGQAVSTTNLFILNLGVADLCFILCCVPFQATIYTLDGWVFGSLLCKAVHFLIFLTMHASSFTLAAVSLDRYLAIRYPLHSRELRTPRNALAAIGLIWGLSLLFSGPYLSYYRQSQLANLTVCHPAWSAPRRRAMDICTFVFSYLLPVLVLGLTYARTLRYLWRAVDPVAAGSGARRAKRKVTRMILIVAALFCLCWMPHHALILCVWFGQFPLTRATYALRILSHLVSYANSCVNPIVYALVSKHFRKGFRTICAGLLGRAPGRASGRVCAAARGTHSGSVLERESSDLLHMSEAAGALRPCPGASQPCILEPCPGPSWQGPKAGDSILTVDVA
Measles CPE – compounds protecting cells from measles virus cytopathic effect, primary screen, measles RdRp inhibitor project, single point, MLSMR library, absorbance | Measles virus-infected cells, CPE protection | protection (pct of control), % at 4 µM | 140,000 compounds, 1.5% hits; in the data active = protection mostly above about 24%, no sharp cut-off; inactive = mostly below about 26%; note: some compounds called inactive have numbers as strong as hits
MRP-1 activ – H69AR viability gain despite doxorubicin, primary screen, MRP-1 activator project, H69AR cells, CellTiter-Glo. 140,000 compounds, 0.61% hits. viability increase, % at 10 µM. viability rescue;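 active = viability gain under doxorubicin at or above a set limit, the compound median plus 3 SD, cut at about 4.7% in these data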;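 note: MRP-1 overexpressing cells given doxorubicin 25 µM after compound pretreatment; 18-22 h compound pretreatment then 72 h with doxorubicin before readout; 0% = doxorubicin-only wells and 100% = vehicle-treated cells without doxorubicin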
NPY Y2 blocker – NPY-Y2 receptor antagonists, primary screen, cell-based; Neuropeptide Y receptor type 2 (Homo sapiens), P49146; NPY-Y2 expressing cells, antagonist mode; inhibition, % at 2.7 µM; 140,000 compounds, 0.99% hits; in the data active = inhibition above about 17%;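 note: 0% = vehicle with agonist challenge and 100% = reference antagonist with challenge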
Target sequence (P49146 whole entry, looked up): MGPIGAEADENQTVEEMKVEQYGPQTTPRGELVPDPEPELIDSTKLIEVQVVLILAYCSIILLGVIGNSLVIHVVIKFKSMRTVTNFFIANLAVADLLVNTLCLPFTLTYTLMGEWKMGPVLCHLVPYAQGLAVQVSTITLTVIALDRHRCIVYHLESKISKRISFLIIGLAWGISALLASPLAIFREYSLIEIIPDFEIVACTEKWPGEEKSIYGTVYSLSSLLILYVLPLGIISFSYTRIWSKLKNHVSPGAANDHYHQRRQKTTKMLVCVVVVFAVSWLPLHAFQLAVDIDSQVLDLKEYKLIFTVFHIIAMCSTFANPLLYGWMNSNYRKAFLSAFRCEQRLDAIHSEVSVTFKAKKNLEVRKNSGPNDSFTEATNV
Yeast lifespan up – compounds extending yeast replicative lifespan, primary screen, S. cerevisiae, OD615; S. cerevisiae growth with nicotinamide; deaD strain in restrictive glucose medium; inhibition of the nicotinamide effect, % at 10 µM; 130,000 compounds, 0.68% hits;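 active = inhibition above a set limit, placed 3 SD over the median of all compounds, cut at about 26% in these data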;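 note: 0% = nicotinamide-treated wells and 100% = cells grown without nicotinamide; some compounds called inactive have numbers as strong as hits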
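Material: Modified budding yeast, DeaD strain | Medium: Restrictive glucose medium | Probe or stimulus: 1.5 mM nicotinamide | Dosing: Single dose 10 µM compound, 0.25% DMSO | Times: 48 h at 30 °C | Technique: OD615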
* marks the source's active call; other numbers are inactive results; / = no result given. An unsorted share of the library, and some 6.3% of all compounds hit somewhere here.

SMILES	Phagocytosis inh	E-sel TNF inh	HCT116 PTEN-null	HCT116 bCat-KO	Yeast growth inh	GALR2 blocker	Measles CPE	MRP-1 activ	NPY Y2 blocker	Yeast lifespan up
CCOc1cc(CNCCO)cc(Br)c1OCc1ccc(Cl)cc1	/	/	1.2*	1.7*	5.9	-9.8	9.5	-6.1	5.3	-24.1
COC(=O)CC1C(=O)NCCN1C(=O)Nc1ccc(Cl)cc1 (centres undefined)	/	-2.0	93.0	83.2	-13.7	3.7	6.4	-0.3	-2.1	-13.7
COC(=O)COc1cc(OCC(=O)OC)c2c(C)c(Cl)c(=O)oc2c1	-2.4	/	97.8	95.0	-69.5	-9.1	6.8	-0.8	1.3	-2.2
CC(=O)n1c2ccccc2c2nc(NC(C)C)sc21	-0.9	/	100.6	102.6	17.9	3.4	12.6	-1.2	-6.0	-10.7
CCCc1ccc(C(=O)CCC(=O)O)cc1	1.0	33.3	97.6	100.3	28.9	11.2	11.0	0.2	9.0	-14.1
CC1CN(C(=O)c2ccn(C)n2)CC(C)O1 (centres undefined)	-0.2	/	100.9	83.1	-26.1	7.3	7.2	2.9	2.8	0.4
O=C(CSCc1ccccc1Cl)Nc1ccc2c(c1)OCCO2	/	14.3	106.2	93.1	-7.8	-0.3	5.1	-0.9	6.4	-3.5
O=C(NC1CC1)C1CCN(c2ncnc3c2sc2cccc(F)c23)CC1	-0.8	13.0	78.1	70.0	-2.5	3.2	2.4	-4.3	0.0	-9.8
COc1c(Br)cc(C(N)=O)cc1OCc1ccccc1	-4.3	/	90.0	87.3	-42.2	-3.9	20.2	-1.3	4.9	-6.3
Cc1cccc(N(CC(=O)N=Nc2c(O)[nH]c3ccccc23)S(C)(=O)=O)c1C	-1.7	3.4	98.6	101.7	-42.6	3.2	6.3	-1.6	3.2	-6.3
COc1ccc2c(=O)c3c(=O)n(Cc4ccco4)c(C(C)C)nc3oc2c1	/	-12.3	86.4	82.4	-21.5	-1.5	9.4	-3.1	-2.2	/
COC(=O)COc1ccc(/C=N/NC(=O)c2ccc(N(Cc3ccccc3)S(C)(=O)=O)cc2)cc1	-0.8	-18.1	92.6	89.8	-16.2	1.6	10.5	-1.6	0.0	-1.5
Cc1cccc(-n2nnnc2SCn2nnc3ccccc3c2=O)c1	/	6.1	76.8	73.6	-23.1	9.7	6.6	-1.9	1.3	-9.9
O=C(O)CCCCCNS(=O)(=O)c1c(Cl)cccc1Cl	-0.9	/	99.8	93.0	-21.9	-0.6	2.6	-1.7	4.3	-13.1
COCCCN1C(=O)c2ccc(C(=O)Nc3ccc(OC)cc3)cc2C1=O	/	18.2	103.8	95.2	-15.9	-18.3	3.6	-2.0	1.4	-9.8
CCOC(=O)C(=CNc1ncccc1C)C(=O)OCC	/	-32.7	98.4	92.2	-14.2	-2.7	0.7	-0.1	5.3	-14.9
O=C(c1c(F)c(F)c(F)c(F)c1F)N1CCN(c2cccc(C(F)(F)F)c2)CC1	0.7	4.4	18.1	13.0	-30.2	-5.4	8.5	-4.5	3.1	-3.9
O=C1CC(=O)N(c2ccccc2)N1c1ccccc1	-2.6	/	104.6	91.6	-13.9	0.6	23.6	2.6	0.7	28.0*
O=C(CSc1nnnn1-c1cccc(F)c1)Nc1nc2ccccc2s1	/	3.6	93.6	92.9	-47.2	-6.3	24.7	-1.0	13.5	/
O=C(Nc1ccc(F)cc1)N1CCC(c2nc3c(nnn3Cc3cccc(Cl)c3)c(=O)[nH]2)CC1	-2.4	/	63.7	67.7	-8.9	5.2	6.4	-2.8	-1.1	-3.0
COc1ccc(N2CCN(c3oc(-c4ccccc4OC)nc3C#N)CC2)cc1	2.4	/	106.1	97.1	-25.0	-6.2	5.2	-2.0	8.1	-20.9
O=C(NCc1ccco1)C1CCC(N2C(=O)c3ccccc3C2=O)CC1 (centres undefined)	-0.6	/	102.0	95.7	-17.3	3.1	14.2	-1.1	-2.1	-6.2
COc1ccc2[nH]c(C)c(CCNc3ccc(C(F)(F)F)cc3[N+](=O)[O-])c2c1	-8.9	6.8	61.5	73.0	-14.6	-17.4	5.8	-1.7	-2.2	-1.8
Cc1nn(-c2ccccc2Cl)c(Cl)c1/C=N/Nc1cccc(C(=O)O)c1	-12.8	/	106.8	99.3	28.8	6.6	8.9	-1.3	9.7	-10.4
Cc1cc(C)c2c(N)c3cccc(C)c3nc2n1	/	-0.3	2.5*	2.5*	-1.3	-10.9	0.1	-5.6	0.3	-1.8
Cc1nc2c(C(=O)NCCc3ccccc3)c[nH]n2c(=O)c1Cl	-3.4	-28.9	98.9	93.2	-24.4	-7.4	17.2	-2.3	6.4	-2.0
CC(=O)NS(=O)(=O)c1ccc(NS(=O)(=O)c2ccc(F)cc2)cc1	-0.6	/	93.3	90.5	-1.9	6.7	7.0	-0.3	5.8	-6.4
CCOC(=O)N1CCN(C(=O)CN(c2ccc(C)cc2)S(=O)(=O)c2c(C)noc2C)CC1	-1.1	-15.5	94.3	99.4	-57.9	-11.2	20.8	-1.2	1.1	-5.9
N/C(=N/O)C(c1ccccc1)c1ccccc1	-0.1	1.6	90.8	93.7	-14.2	1.9	12.9	-2.5	0.1	-1.8
COc1ccc(NC(=O)C(c2ccc(OC)cc2)N(C)C(=O)CNC(C)=O)cc1 (centres undefined)	-2.4	-11.0	88.9	91.1	-22.0	-5.3	12.1	0.1	-1.0	-13.8
O=S(=O)(NCc1csc(-c2ccccc2)n1)c1ccc(Cl)s1	/	-34.2	92.0	85.2	-33.6	-2.4	5.2	-3.5	2.2	0.2
COc1ccc(NC(=O)CCn2nnc(-c3ccc(C)cc3)n2)cc1OC	/	-0.8	89.6	88.7	-30.3	-11.8	55.2*	-0.8	0.1	/
COc1ccc(NC(=O)CN2c3cccc4cccc(c34)S2(=O)=O)cc1	/	3.2	93.1	101.4	-35.5	-7.0	10.6	1.4	2.1	-15.5
COc1cc(/C=C(\C#N)c2ccccn2)ccc1OCC(=O)Nc1c(Cl)cccc1Cl	0.4	2.9	86.6	80.8	-30.9	9.0	13.5	-0.3	-0.7	12.4
CCC(N=c1cc(-c2ccc(OC)cc2)oc2ccc(C)cc12)C(=O)O (centres undefined)	-6.2	/	93.1	99.2	0.0	15.3	12.5	1.5	2.7	4.9
Cc1ccc2oc(=O)c3cnn(CC(=O)N(CCN(C)C)Cc4ccco4)c3c2c1	0.0	/	114.2	95.5	-9.0	-0.9	2.4	-3.2	0.9	-4.8
Cc1ccc(-n2nnnc2-c2cnn(-c3ccc(F)cc3)c2C(F)(F)F)cc1	/	-0.2	88.9	84.3	-43.7	-6.3	12.2	-1.9	4.2	/
Cc1ccc(OC(=S)Nc2ccc(O)cc2)cc1	/	12.2	87.1	88.1	83.7*	4.9	8.1	-3.6	0.6	/
CC(=O)NCCn1c(SCc2ccccc2F)nc2ccccc2c1=O	1.5	-22.7	65.1	72.3	9.3	5.3	21.1	0.4	2.2	-11.3
COc1ccc(NC(=O)C2CCCN(S(=O)(=O)c3cccc4cccnc34)C2)cc1 (centres undefined)	0.3	11.5	82.9	83.3	-32.2	-10.1	16.0	-2.3	1.3	-4.3
CC12CCCCC1c1ccccc1C(=NCC(=O)O)N2 (centres undefined)	0.2	-5.5	91.6	102.3	12.9	4.7	0.9	1.5	0.8	-0.1
CCOc1cc(CNCc2ccncc2)cc(Cl)c1OC	-2.4	6.9	106.3	91.4	-23.9	-3.2	0.6	-0.9	0.4	3.5
NC(=O)CCCCC(=O)OCCCc1cccs1	1.2	-17.3	97.3	91.1	-60.2	2.9	4.8	-0.9	3.0	-7.1
Cc1[nH]c(=O)[nH]c(=O)c1NC(=O)c1sc2nc3c(C)cccc3cc2c1N	0.7	/	83.6	89.0	-3.9	-7.5	2.1	-0.5	5.0	5.9
Cn1cccc1Cc1nnc(SCC(=O)Nc2ccc3c(c2)OCCO3)n1CCc1ccccc1	/	-4.2	72.1	76.3	4.9	-0.1	3.6	-1.6	0.7	-13.5
O=C1c2ccccc2C(=O)N1CSc1nnnn1-c1ccccc1	/	-21.0	102.5	103.7	-27.6	-8.7	16.6	-1.0	-0.4	-9.7
N#CCSc1ncccc1-c1nc2ccccc2[nH]1	/	4.7	97.2	90.6	-29.7	1.0	13.4	-3.2	1.0	/
CCOC(=O)CSc1nnc(CNC(=O)c2cccs2)n1-c1cccc(C)c1	0.0	-1.6	94.5	96.1	-17.5	-2.7	6.7	-2.7	-0.2	-2.5
O=C(NCCNS(=O)(=O)c1ccc(Cl)cc1)c1cc(OCC(F)(F)F)ccc1OCC(F)(F)F	-2.0	8.5	88.7	104.8	-43.5	-23.7	3.3	-4.2	38.1*	-8.3
COC(=O)Cn1c(CN2CCC(Cc3ccccc3)CC2)nc2c1c(=O)n(C)c(=O)n2C	-0.1	2.0	89.2	93.1	-20.5	-1.5	6.4	0.1	4.5	-15.8
CC(C)Sc1nc(N)nc(-c2cccs2)c1C#N	-0.5	/	95.2	91.1	76.2*	-4.1	9.2	0.5	10.1	-20.8
CC1(C)CC(CCNC(=O)c2ccc(-n3cnnn3)cc2)CC(C)(C)N1	-0.7	-14.7	89.7	96.4	-25.6	-0.6	29.8*	-1.0	-0.8	-3.5
O=C(O)Cn1cc2c(n1)CCCC2	0.2	-25.5	104.4	102.7	-9.7	-5.1	5.7	-0.1	-0.4	-4.1
Cc1ccc(NC(=O)C2CCCN2C(=O)Oc2ccccc2)cc1C (centres undefined)	/	9.7	95.0	87.7	12.2	-11.6	16.1	-3.4	-2.0	-5.3
COc1c(C(=O)NCCSC(C)(C)C)ccc2ccccc12	-2.3	/	96.7	90.4	-19.6	-14.2	4.4	-1.5	6.7	-1.9
Fc1cccc(C2NN=C(c3ccccc3)S2)c1 (centres undefined)	/	/	78.9	83.5	-11.3	2.5	15.9	-2.2	8.2	-6.6
CCn1c(CNc2ccc(Cl)cc2)nnc1SCc1ccc(C)cc1	/	7.7	73.0	73.7	-38.0	7.5	10.8	-0.5	5.7	/

Arranged by value in GALR2 blocker (highest first): 3 of the compounds above
compound	Phagocytosis inh	E-sel TNF inh	GALR2 blocker	Measles CPE	NPY Y2 blocker	Yeast lifespan up
CCC(N=c1cc(-c2ccc(OC)cc2)oc2ccc(C)cc12)C(=O)O (centres undefined)	-6.2	/	15.3	12.5	2.7	4.9
Cn1cccc1Cc1nnc(SCC(=O)Nc2ccc3c(c2)OCCO3)n1CCc1ccccc1	/	-4.2	-0.1	3.6	0.7	-13.5
COc1ccc2c(=O)c3c(=O)n(Cc4ccco4)c(C(C)C)nc3oc2c1	/	-12.3	-1.5	9.4	-2.2	/

Source: PubChem
